From PubChem
hIAP inh: human IAP inhibitors, primary screen, biochemical, luminescence, uHTS; Intestinal-type alkaline phosphatase (Homo sapiens), P09923; purified IAP, CDP-Star luminescence, 30 min; inhibition, % at 10 µM; 330,000 tested, 0.12% active; AID 2544, 2010;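 active = inhibition reaching a set limit with compound at 10 µM in the primary screen, cut at about 35% in these data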;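 also: plate controls were DMSO wells with enzyme for no effect and no-enzyme buffer wells for full effect; values of inactives mirror those of a sister screen read the other way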
Target sequence (P09923 whole entry, looked up): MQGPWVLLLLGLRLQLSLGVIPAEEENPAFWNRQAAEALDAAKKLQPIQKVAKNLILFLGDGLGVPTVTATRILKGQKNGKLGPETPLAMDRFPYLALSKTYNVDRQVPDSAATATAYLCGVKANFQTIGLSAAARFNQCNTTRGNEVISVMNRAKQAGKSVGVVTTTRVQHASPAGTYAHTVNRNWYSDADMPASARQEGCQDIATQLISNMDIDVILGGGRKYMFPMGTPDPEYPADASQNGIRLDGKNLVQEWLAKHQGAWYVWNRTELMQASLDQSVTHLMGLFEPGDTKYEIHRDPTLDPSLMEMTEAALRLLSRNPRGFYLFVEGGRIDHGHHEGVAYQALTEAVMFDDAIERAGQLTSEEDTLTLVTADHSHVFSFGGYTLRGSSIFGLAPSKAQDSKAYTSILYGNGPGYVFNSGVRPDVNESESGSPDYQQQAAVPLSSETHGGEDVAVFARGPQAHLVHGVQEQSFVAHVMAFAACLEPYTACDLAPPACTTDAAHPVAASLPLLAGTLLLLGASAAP
mIAP act: activators of mouse IAP, primary screen, biochemical, luminescence, uHTS; intestinal alkaline phosphatase [Mus musculus]; muIAP, CDP-Star luminescence, 30 min; stronger effect = higher value; 1 = vehicle-only enzyme signal, 0 = enzyme-free wells; activation factor at 10 µM; 330,000 tested, 0.24% active;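 active = activation factor of at least 2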; also: the source names both 10 and 20 µM as test concentration; values of inactives mirror those of a sister screen read the other way
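Assay system: mouse IAP enzyme; reagent: chemiluminescent substrate CDP-Star; dosing: test compounds delivered from DMSO solution; schedule: 30 min at room temperature; measured by: luminescence from enzymatic CDP-Star hydrolysis; controls: DMSO-only wells and no-enzyme negative control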
NALP3 yeast inh: NALP3 inflammasome inhibitors in reconstituted yeast, primary screen, luminescence, uHTS; inhibition, % at 10 µM; 330,000 tested, 0.39% active; AID 2825, 2010; Yeast reconstituted NLRP3/ASC/caspase-1, beta-gal luminescence, 24 h;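 active = inhibition of 50% or more; inactive = inhibition below 50%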;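 also: plate controls were induced DMSO wells for no effect and uninduced yeast grown without galactose for full effect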
APOBEC3G inh: APOBEC3G DNA deaminase inhibitors, primary screen, biochemical, fluorescence, single-stranded DNA substrate, uHTS. DNA dC->dU-editing enzyme APOBEC-3G (Homo sapiens), Q9HC16. inhibition, % at 20 µM. 330,000 tested, 0.28% active. recombinant A3G, ssDNA deamination FAM/TAMRA fluorescence;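 active = inhibition of at least 40% at 20 µM, with no more than 30% in the related APOBEC3A deaminase screen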;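 also: plate controls were DMSO wells with A3G for no effect and wells lacking A3G enzyme for full effect; some compounds called inactive have numbers as strong as hits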
SENP1 inh: human SENP1 catalytic domain inhibitors, primary screen, biochemical, FRET, uHTS; Sentrin-specific protease 1 (Homo sapiens), Q9P0U3; 360,000 tested, 0.21% active; inhibition, % at 10 µM; recombinant SENP1 catalytic domain, CyPet-SUMO1-YPet FRET cleavage;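 active = inhibition at least 30% at 10 µM, raw YFP signal under a set limit, fluorescence ratio 0.5 to 1.5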;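 also: 0% = enzyme with DMSO and 100% = no enzyme wells; some results filed as inactive read as strong as hits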
Target sequence (Q9P0U3 419-644 limits assumed): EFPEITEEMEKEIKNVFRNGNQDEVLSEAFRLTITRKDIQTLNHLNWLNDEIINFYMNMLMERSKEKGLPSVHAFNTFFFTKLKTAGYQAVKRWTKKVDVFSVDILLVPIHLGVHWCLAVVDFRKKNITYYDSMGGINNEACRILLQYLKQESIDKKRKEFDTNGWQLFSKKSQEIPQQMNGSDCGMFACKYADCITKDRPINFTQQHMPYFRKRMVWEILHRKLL
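Controls: no-enzyme wells low, DMSO-plus-enzyme wells high control. Test system: human recombinant His6-tagged SENP1 catalytic domain enzyme. Reagent: SFCypet-SUMO1-SFYpet FRET protein substrate, 25 nM final. Doses: one dose per compound, 10 µM, 0.5% DMSO. Detection: FRET, CFP and YFP emission. Timing: 50 min reaction at room temperature.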
MIN6 prolif: inducers of MIN6 beta-cell proliferation, primary screen, ATP luminescence, uHTS; proliferation, % at 10 µM; MIN6 cells proliferation, ATPlite luminescence, 48 h; cells starved in 0.2% serum; 100% = growth in 10% serum; 330,000 tested, 0.29% active;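 active = compounds whose signal lies at least 3.5 SD above the mean of all wells on their plate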;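 also: 0% = DMSO-treated cells in low-serum medium and 100% = 10% serum control; some compounds called inactive have numbers as strong as hits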
hIAP act: human IAP activators, primary screen, biochemical, luminescence, uHTS; purified human IAP, CDP-Star luminescence, 30 min; stronger effect = higher value; 1 = vehicle-only enzyme, 0 = enzyme-free background; 330,000 tested, 0.16% active; AID 2524, 2010; Intestinal-type alkaline phosphatase (Homo sapiens), P09923; activation factor at 10 µM;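 active = activation factor of the enzyme at least 2-fold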; also: the source names both 10 and 20 µM as test concentration; values of inactives mirror those of a sister screen read the other way
mIAP block: inhibitors of mouse IAP, primary screen, biochemical, luminescence, uHTS; purified mouse IAP, CDP-Star luminescence, 30 min; inhibition, % at 10 µM; 330,000 tested, 0.2% active;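 active = inhibition of at least 40% at 10 µM in the primary screen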;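 also: plate controls were DMSO with enzyme for no effect and no enzyme wells for full effect; values of inactives mirror those of a sister screen read the other way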
APOBEC3A inh: APOBEC3A ssDNA deaminase inhibitors, primary screen, selectivity assay for APOBEC3G inhibitor project, biochemical, FAM/TAMRA oligo cleavage fluorescence | 330,000 tested, 0.41% active | recombinant A3A, FAM/TAMRA ssDNA deamination fluorescence | DNA dC->dU-editing enzyme APOBEC-3A (Homo sapiens), P31941 | inhibition, % at 20 µM | AID 493011, 2011;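 active = at least 40% inhibition at 20 µM here, with at most 30% in a related deaminase screen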;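 also: plate controls were A3A with DMSO for no effect and wells lacking A3A enzyme for full effect; some results filed as inactive read as strong as hits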
Target sequence (P31941 whole entry, looked up): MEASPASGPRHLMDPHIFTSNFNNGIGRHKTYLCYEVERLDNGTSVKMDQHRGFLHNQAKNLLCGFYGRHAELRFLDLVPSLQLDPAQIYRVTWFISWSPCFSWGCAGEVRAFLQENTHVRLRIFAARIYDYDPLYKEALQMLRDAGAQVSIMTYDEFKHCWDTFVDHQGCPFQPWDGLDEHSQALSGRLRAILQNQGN
The depositor's hits bear a star; . = not tested or not shown. An excerpt, so the mix of outcomes need not match the whole.

SMILES	hIAP inh	mIAP act	NALP3 yeast inh	APOBEC3G inh	SENP1 inh	MIN6 prolif	hIAP act	mIAP block	APOBEC3A inh
CC1CN(C(=O)CNC(=O)Cc2cccc3ccccc23)CC(C)O1 (configuration not stated)	-20	1	6	-6	-4	-2	1.2	0	-1
COC(=O)C1=C(C)OC(N)=C(C#N)C1c1c(C)nn(-c2ccccc2)c1Cl (configuration not stated)	-1	0.97	8	-5	0	-1	1	3	-3
Oc1ccc(CN2CCN(c3ccccc3)CC2)c2cccnc12	20	1.2	-27	-6	-16	-4	0.8	-17	-3
Clc1ccc(-c2nc(-c3ccncc3)no2)c(Cl)c1	0	0.94	21	-6	1	-2	1	6	-3
Cc1cc(C)c(C(N)=O)c(NC(=O)Nc2ccccc2Cl)n1	-6	0.99	17	11	2	0	1.1	1	-1
CC1C/C(=N\Nc2ccc(S(N)(=O)=O)cc2[N+](=O)[O-])CC(C)(C)C1 (configuration not stated)	11	0.88	31	-2	4	-4	0.89	12	2
N#Cc1c(-c2cccs2)nc(SCC(=O)c2cccs2)[nH]c1=O	-3	1	16	3	-12	0	1	-2	-7
Clc1ccc(-c2nnc3n2-c2ccccc2SC3)cc1	6	1	17	-7	8	-2	0.94	-2	-3
COc1ccc(OC)c(C(=O)c2ccc(C(=O)Nc3ccc4ccccc4c3)cc2)c1	-21	0.88	10	0	4	-2	1.2	12	6
O=S1(=O)CCOC[C@H](Cc2ccccc2)N1Cc1ccc(F)cc1	-8	1.1	26	-9	3	-2	1.1	-10	-3
COc1ccccc1CNC(=O)COc1ccc2c(c1)CCC2	-3	1	36	-6	-2	-4	1	-5	-3
COc1cccc(/C=C/C(=O)NCC2CCCCC2)c1	-9	0.97	13	-6	-1	-4	1.1	3	-1
Cc1ccc(S(=O)(=O)c2nc(NCc3ccc4c(c3)OCO4)sc2Cl)cc1	12	1	-20	-4	-1	-5	0.89	-2	-2
CC(CCc1ccccc1)NC(=O)COC(=O)C12CC3CC(CC(Br)(C3)C1)C2 (configuration not stated)	-8	1.1	-5	-7	1	0	1.1	-14	-3
Cc1cc([N+](=O)[O-])ccc1NCc1cccc([N+](=O)[O-])c1	-14	0.93	6	-3	0	-2	1.1	7	-1
CC(C)Nc1ccc(C(CC(N)=O)NC(=O)Cc2ccc(Br)cc2)cc1[N+](=O)[O-] (configuration not stated)	9	1	0	-9	3	-7	0.91	-1	-5
COc1ccc(CCN2C(=O)NC(NS(=O)(=O)c3ccccc3)(C(F)(F)F)C2=O)cc1OC (configuration not stated)	7	0.89	-6	-9	0	-3	0.93	11	-2
CCOC(=O)N/N=C\c1ccc(OC/C=C/c2ccccc2)cc1	12	0.97	7	-7	2	3	0.88	3	-1
O=S(=O)(Nc1ccc(S(=O)(=O)N2CCCC2)cc1)c1ccc(F)cc1	20	0.96	11	-5	1	-3	0.8	4	-3
CC/C(C)=N/Oc1nc(C)cc(C)n1	7	1	2	2	0	0	0.93	-4	1
Cc1cc(C)c2nc(-c3ccccn3)cc(C(=O)Nc3cc(C)on3)c2c1	-3	0.93	17	-3	-2	-1	1	7	-2
O=C1NC(=O)c2c(NC(=O)C3CCCO3)cccc21 (configuration not stated)	-26	0.96	4	-4	-4	-2	1.3	4	-2
CCCCNC(=S)NNC(=O)CCn1nc(C)c(Br)c1C	-12	1	32	-8	2	-1	1.1	-1	-11
Oc1cccc(NC(=S)N=Nc2c(O)[nH]c3ccccc23)c1	-24	0.72	20	-3	6	-2	1.2	28	3
CC(C)=CCC/C(C)=C/CNC(=O)C[C@H]1C[C@H](C(=O)N2CCCCC2)[C@@]2(C)c3[nH]c4cc(CCC(=O)N(C)C)ccc4c3CCN2C1=O	.	1.4	.	-1	-5	.	.	-43	-1

Six entries picked at random from the list so far, as already listed:
SMILES	hIAP inh	mIAP act	NALP3 yeast inh	APOBEC3G inh	SENP1 inh	MIN6 prolif	hIAP act	mIAP block	APOBEC3A inh
Cc1cc(C)c2nc(-c3ccccn3)cc(C(=O)Nc3cc(C)on3)c2c1	-3	0.93	17	-3	-2	-1	1	7	-2
CCOC(=O)N/N=C\c1ccc(OC/C=C/c2ccccc2)cc1	12	0.97	7	-7	2	3	0.88	3	-1
O=C1NC(=O)c2c(NC(=O)C3CCCO3)cccc21 (configuration not stated)	-26	0.96	4	-4	-4	-2	1.3	4	-2
Cc1cc([N+](=O)[O-])ccc1NCc1cccc([N+](=O)[O-])c1	-14	0.93	6	-3	0	-2	1.1	7	-1
Oc1ccc(CN2CCN(c3ccccc3)CC2)c2cccnc12	20	1.2	-27	-6	-16	-4	0.8	-17	-3
Cc1cc(C)c(C(N)=O)c(NC(=O)Nc2ccccc2Cl)n1	-6	0.99	17	11	2	0	1.1	1	-1

(more compounds)
SMILES	hIAP inh	mIAP act	NALP3 yeast inh	APOBEC3G inh	SENP1 inh	MIN6 prolif	hIAP act	mIAP block	APOBEC3A inh
O=C(Nc1ccc(Cl)cn1)C1CCCN1S(=O)(=O)c1ccc(Cl)cc1 (configuration not stated)	3	1	7	-7	1	-1	0.97	-4	-4
CC(=O)Nc1ccc(S(=O)(=O)NCCc2ccccc2)cc1	11	0.94	5	-5	0	-1	0.89	6	0
COc1cc2cc(C(=O)Nc3ccc4c(c3)OCCO4)[nH]c2cc1OC	34	1.1	10	0	-2	-1	0.67	-11	-1
COc1ccc(F)cc1S(=O)(=O)NCc1cc(=O)n(C)c(=O)n1C	0	1	-3	4	2	-2	1	-3	4
Cc1cccc(/C=C2\CCC(=C3SCCCS3)C2=O)c1	1	0.9	36	0	-6	-8	0.99	10	6
CCCCn1c(N)c(N(CCC(C)C)C(=O)c2cccc(S(=O)(=O)N3CCN(C)CC3)c2)c(=O)[nH]c1=O	-7	0.99	18	-7	-4	-1	1.1	1	0
Cc1cc(NC(=O)CN2C(=O)NC3(CCCCCC3)C2=O)ccc1Br	4	1.1	9	-4	-1	-7	0.96	-7	1
CC(C)[C@H](NC(=O)c1ccc(Cl)cc1Cl)C(=O)NNC(=O)c1ccco1	-16	1	9	-6	3	2	1.2	-2	-1
COc1ccc(N(CC(=O)Nc2ccc(OC)cc2OC)S(=O)(=O)c2ccccc2)cc1	15	0.97	2	5	2	-3	0.85	3	3
O=C(Nc1ccc(-c2cn3c(n2)SCC3)cc1)c1ccc2ccccc2n1	-5	1	27	-5	5	-1	1.1	0	-1
Cc1ccc(C(=O)NNC(=O)CSc2nnc(-c3ccncc3)n2C)cc1	-7	0.93	11	-2	3	-2	1.1	7	1
CC(C)CNC(=S)NC1CCCC1	-2	0.97	4	-11	-1	0	1	3	-3
CCOC(=O)c1c(NC(=O)C2C3C=CC(CC3)C2C(=O)O)sc(C)c1C (configuration not stated)	15	0.89	9	-2	0	-2	0.85	11	-3
CC(C)C[C@H](NC(=O)C1(c2ccccc2)CCN(C(=O)OC(C)(C)C)CC1)C(=O)N1CCC[C@H]1C(=O)O	-12	0.95	-8	0	2	-3	1.1	5	1
Cc1ccc(S(=O)(=O)CCC(=O)c2ccc(F)cc2)cc1	-7	0.95	2	-8	2	-7	1.1	5	-5
Cn1c(CC(=O)Nc2ccccc2)c(Sc2ccccc2)c2ccccc21	-18	1.2	-4	-7	2	1	1.2	-19	1
O=C(CSc1nc(-c2ccccc2)c(-c2ccccc2)[nH]1)Nc1nccs1	0	0.84	-38	-4	2	-4	0.99	16	0
CCOc1ccc(C(=O)C2CCN(CC(=O)Nc3nccs3)CC2)cc1	-3	1	28	-10	-1	1	1	-2	-3
Cc1cc(N2CCN(C(=O)OC(C)(C)C)CC2)n2ncnc2n1	-9	0.97	1	-1	2	1	1.1	3	1
CC1CCN(S(=O)(=O)c2ccc3c(c2)N(CC(=O)NCCCN2CCCCC2)C(=O)CS3)CC1	-38	0.92	10	0	0	0	1.4	8	0
O=S(O)OC1CS(=O)(=O)CC1c1ccccc1 (configuration not stated)	-19	1	6	2	0	-1	1.2	-2	2
CC(NC(=O)NC1CCCCC1)c1ccc2c(c1)OCO2 (configuration not stated)	7	1.1	5	2	0	2	0.93	-5	1
COc1ccc(CNC(=O)c2cncc(Br)c2)cc1	-2	1	3	-5	0	-1	1	-1	-1
Cc1ccc(S(=O)(=O)NC(=O)Nc2ccc(F)c(F)c2)cc1	1	1	0	-7	-1	-3	0.99	-2	-7
CC(=O)N1CN(CCCn2ccnc2)Cc2c1sc1c2CCCC1	10	1	12	3	-9	-1	0.9	-4	2

Structures shown so far that contain a tert-butyl group:
SMILES	hIAP inh	mIAP act	NALP3 yeast inh	APOBEC3G inh	SENP1 inh	MIN6 prolif	hIAP act	mIAP block	APOBEC3A inh
CC(C)C[C@H](NC(=O)C1(c2ccccc2)CCN(C(=O)OC(C)(C)C)CC1)C(=O)N1CCC[C@H]1C(=O)O	-12	0.95	-8	0	2	-3	1.1	5	1
Cc1cc(N2CCN(C(=O)OC(C)(C)C)CC2)n2ncnc2n1	-9	0.97	1	-1	2	1	1.1	3	1

Carrying on.
SMILES	hIAP inh	mIAP act	NALP3 yeast inh	APOBEC3G inh	SENP1 inh	MIN6 prolif	hIAP act	mIAP block	APOBEC3A inh
CCC(=O)c1ccc(OCC(=O)Nc2ccc(N3CCCCC3)cc2)cc1	6	0.93	9	-2	0	-2	0.94	7	-3
CCOC(=O)CC1NC(=O)c2ccccc21 (configuration not stated)	2	1	1	0	1	-2	0.98	-4	3
O=C(NCc1cccs1)c1cc(C2CC2)on1	17	1.1	4	-5	2	0	0.83	-13	-1
CCC(C)CCCCCCCCCCC(=O)O (configuration not stated)	6	0.79	7	-9	-1	-3	0.94	21	-2
COc1ccccc1OCC(=O)Nc1ccccn1	10	1	2	-3	1	-4	0.9	-4	-2
Cc1ccc(OCC(O)CNCc2ccccc2)cc1C (configuration not stated)	19	1.1	38	7	1	-4	0.81	-6	4

Some of the entries so far, with two lines to a compound:
Values run as follows: hIAP inh	mIAP act	NALP3 yeast inh	APOBEC3G inh	SENP1 inh	MIN6 prolif	hIAP act	mIAP block	APOBEC3A inh
CCC(C)CCCCCCCCCCC(=O)O (configuration not stated)
    6	0.79	7	-9	-1	-3	0.94	21	-2
Cc1ccc(OCC(O)CNCc2ccccc2)cc1C (configuration not stated)
    19	1.1	38	7	1	-4	0.81	-6	4
